MC4R barr agon – human MC4R agonism via beta-arrestin; U2OS MC4R beta-arrestin complementation, luminescence; percent of melanotan II response, DMSO zero; activation, % at 8.9 µM; hit rate 0.98% among 360,000; AID 540308;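 active = activation above a per-plate cutoff, the mean activation of sample wells on that plate plus 3 SD, cut at about 8% in these data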
Target sequence (P32245 whole entry, looked up): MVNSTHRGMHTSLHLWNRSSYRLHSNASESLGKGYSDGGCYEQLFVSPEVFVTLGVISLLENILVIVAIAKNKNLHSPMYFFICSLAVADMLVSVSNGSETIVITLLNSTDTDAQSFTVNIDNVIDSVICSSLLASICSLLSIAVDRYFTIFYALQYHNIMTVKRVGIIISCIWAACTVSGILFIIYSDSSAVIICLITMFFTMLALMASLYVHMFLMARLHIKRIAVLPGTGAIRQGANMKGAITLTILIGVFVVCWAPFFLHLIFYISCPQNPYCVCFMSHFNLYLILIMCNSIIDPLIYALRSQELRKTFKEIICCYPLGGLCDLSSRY
ABCB6 inh MLPCN – inhibitors of human ABC transporter ABCB6 | hit rate 0.19% among 360,000 | Q9NP58 | fluorescence ratio to DMSO, % at 10 µM | K562-ABCB6 porphyrin accumulation, flow cytometry, 1 h; hits give low values | AID 602162;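 active = fluorescence ratio to DMSO below 75%, the collection mean minus 3 SD; inconclusive = too few cells collected in the well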;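 also: signal is porphyrin accumulated inside mitochondria; 100% equals median channel fluorescence of DMSO control wells; lower ratio means ABCB6 inhibition with less porphyrin fluorescence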
NOD2-RIPK2 inh – NOD2-RIPK2 protein interaction inhibition | inhibition, % at 4.98 µM | CHO BLA complementation NOD2-RIPK2, CCF4 ratio | hit rate 0.38% among 360,000 | AID 624267; in the data active = inhibition above about 21%;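 also: 0% = vehicle only and 100% = reference blocker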
Target sequence (O43353 whole entry, looked up): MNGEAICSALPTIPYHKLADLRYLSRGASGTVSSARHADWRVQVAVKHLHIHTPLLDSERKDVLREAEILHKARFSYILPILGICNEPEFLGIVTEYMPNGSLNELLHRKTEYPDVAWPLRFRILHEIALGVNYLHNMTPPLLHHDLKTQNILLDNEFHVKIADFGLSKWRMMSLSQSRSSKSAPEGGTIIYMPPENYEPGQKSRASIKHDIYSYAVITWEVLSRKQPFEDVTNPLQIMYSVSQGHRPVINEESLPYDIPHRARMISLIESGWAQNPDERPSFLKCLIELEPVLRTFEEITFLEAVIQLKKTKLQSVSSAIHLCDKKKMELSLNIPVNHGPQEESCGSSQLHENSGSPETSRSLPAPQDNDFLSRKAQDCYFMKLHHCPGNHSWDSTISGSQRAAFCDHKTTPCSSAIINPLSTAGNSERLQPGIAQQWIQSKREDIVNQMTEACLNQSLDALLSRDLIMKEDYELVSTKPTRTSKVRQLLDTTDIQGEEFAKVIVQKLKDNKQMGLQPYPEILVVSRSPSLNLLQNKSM
TLR9-MyD88 inh – inhibitors of human TLR9-MyD88 binding; CHO BLA complementation TLR9-MyD88, CCF4 FRET ratio; inhibition, % at 4.98 µM; hit rate 0.21% among 340,000; Q9NR96+Q99836;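 active = inhibition above the mean over all tested compounds plus 3 SD, cut at about 21% in these data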;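 also: 0% = DMSO only wells and 100% = clavulanate BLA inhibitor control wells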
aDG glyco up – alpha-DG glycosylation activation | Pro5-aDG cells, alpha-DG glycosylation AlphaScreen (IIH6); 0% Pro5, 100% B10-LARGE cell signal | activation, % at 10 µM | hit rate 0.22% among 360,000;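 active = activation of at least 8% versus controls, or a plate z-score of at least 8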;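 also: Pro5 are CHO cells carrying HIG-tagged alpha-DG that lacks glycosylation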
Granule exo inh – blocks lytic granule exocytosis; TALL-104 LAMP-1 surface exposure, flow cytometry; cells stimulated with thapsigargin and PMA; inhibition, % at 10 µM; hit rate 0.66% among 360,000; AID 651702;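 active = inhibition above about 55%, limit read from the data; inconclusive = no clear call, values can overlap the other calls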
MC4R antagonist – antagonists of human melanocortin 4 receptor (MC4R) | P32245 | MC4R-expressing cells, MTII-stimulated cAMP, LANCE TR-FRET | inhibition, % at 6.5 µM | hit rate 0.48% among 360,000;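 active = inhibition above its plate's cutoff, the mean of tested wells on that plate plus 3 SD, cut at about 29% in these data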;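 also: 0% = Melanotan II alone and 100% = Melanotan II plus saturating MCL0020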
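System – human MC4R-expressing U2OS cells · Also added – Melanotan II · Dosing – one concentration, 6.5 µM nominal · Timing – 30-min compound, 1-h challenge, 1-h detection, room temperature · Measured by – Eu-cAMP/anti-cAMP TR-FRET, emission 671 nm · Replicates – singlicate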
Vif inh – blocks HIV Vif function; HEK293T cells, Vif self-association by quenched fluorescence, imaging, 24 h; inhibition, % at 7.49 µM; hit rate 0.35% among 340,000; in the data active = inhibition above about 50%, passing the limit was not always enough; inconclusive = no clear call, values can overlap the other calls; inactive = below about 31%; also: some results filed as inactive read as strong as hits
N-glyco inh – N-linked glycosylation inhibition; D54 ERlucT glycosylation luciferase reporter, 24 h; percent of 100 nM tunicamycin response; reporter increase, % at 12.5 µM; hit rate 0.23% among 360,000;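 active = mean luciferase reporter signal, scaled so untreated is 0 and the glycosylation-blocking control 100, at or above a set limit in every replicate; inconclusive = mean reaches the limit but not every replicate does; inactive = mean below the limit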;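 also: luciferase carries N-glycosylation sites so blocking glycosylation raises the light; 0% = median of neutral control wells and 100% = median of 100 nM tunicamycin wells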
ABHD5-PLIN5 inh – blocks binding of human ABHD5 to perilipin-5 | Q00G26+Q8WTS1 | Split G. princeps luciferase complementation, luminescence, 4 h | inhibition, % at 4 µM | hit rate 0.78% among 360,000 | AID 602281;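 active = inhibition above the mean inhibition across every tested compound plus 3 SD, cut at about 22% in these data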;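 also: 0% = DMSO only wells and the 100% control is not disclosed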
* = called active by the depositor; i = inactive; ? = inconclusive; nt = no result given. Some of the compounds tested; rates above refer to the full screens.

MC4R barr agon,ABCB6 inh MLPCN,NOD2-RIPK2 inh,TLR9-MyD88 inh,aDG glyco up,Granule exo inh,MC4R antagonist,Vif inh,N-glyco inh,ABHD5-PLIN5 inh,SMILES
1.4,103,-17,-5,0.0,-1,21,4,1,-7,O=C(N/N=C/c1ccc2c(c1)OCO2)C(=O)N1CCCC1
-0.7,96,5,-1,0.0,-6,-2,-2,1,7,CN(C(=O)c1ccc(NC(=O)Cc2cccc(NC(=O)C3CCN(C(=O)C4CCCC4)CC3)c2)cc1)C1CCCC1
-1.3,100,-8,1,0.3,-1,2,-2,0,-1,O=C(CNC(=O)c1ccccc1Br)Nc1cccc(S(=O)(=O)Nc2ccccc2Cl)c1
-4.1,104,-12,-5,0.0,-1,5,-2,-1,-1,O=C(NCc1ccc(CNC(=O)c2ccco2)cc1)c1ccco1
-1.9,101,4,-3,-0.1,2,15,8,0,-9,CCn1c(-c2ccc(Cl)cc2)n[nH]c1=S
2.4,101,0,2,-0.1,0,4,48,2,4,COc1ccccc1CCC(=O)OCC(=O)Nc1c(Br)cc(C)cc1Br
-0.5,90,-2,-4,-0.2,-1,3,-2,0,-5,COc1ccccc1N1CCN(C(=O)c2cc3sccc3n2C)CC1
-1.7,96,2,-4,-0.5,0,-2,-13,0,4,COc1ccc(N(C(=O)c2ccc(F)cc2)C2=CC3CCC(C2)N3C)cc1 (configuration not stated)
0.5,101,-8,-9,0.0,1,7,-4,-1,0,O=C(Nc1ccc(F)cc1)C1CCCCC1
1.8,87,8,-3,0.0,4,9,-13,-5,-11,CC(C)(C)Nc1nc(SCc2ccccc2)nc(N2CCOCC2)n1
-1.8,98,-9,2,0.0,-2,5,-5,0,1,COCCN(CC(=O)Nc1cccc(C)c1C)C(=O)c1ccc2c(c1)OCO2
-1.7,92,-3,-14,-0.1,-3,3,0,2,3,O=C(COC(=O)c1ccc([N+](=O)[O-])cc1)Nc1ccccc1C(=O)NC1CC1
0.8,90,-3,1,0.0,-1,5,2,3,3,N/C(Cc1ccc([N+](=O)[O-])cc1)=N\OC(=O)c1ccc(Br)cc1
-3.0,103,-6,-2,0.2,7,5,-3,1,0,COc1ccc([C@H]2C[C@@H](n3cc(C4CC4)nn3)[C@H](O)CN2C(=O)c2cccs2)cc1
-2.1,91,-3,-12,0.0,0,5,27,0,0,COc1ccccc1N1CCN(C(=O)C(C)NC(=O)c2cccc([N+](=O)[O-])c2)CC1 (configuration not stated)
0.3,102,4,-3,0.0,12,15,-3,1,0,O=C1NC(c2ccccc2)=NC1(NS(=O)(=O)c1ccc(Cl)cc1)C(F)(F)F (configuration not stated)
-0.7,94,-7,-2,-0.2,-3,1,6,0,-6,COc1ccc(C(=O)N2CCN(Cc3ccc(OC)c(OC)c3)CC2)cc1
1.5,105,0,-13,0.0,-4,12,4,-1,-3,Cc1cc(C(F)F)n2ncc(C(=O)NCc3ccccc3F)c2n1
-1.8,99,5,3,-0.1,4,5,-1,1,12,CCc1cccc(C)c1NC(=O)COC(=O)CNC(=O)c1cccs1
-1.4,103,-6,-12,-0.1,4,0,-2,3,-10,COc1cc2c(cc1OC)CN(C(=O)C1CCCN1S(=O)(=O)c1ccc(C)cc1)CC2 (configuration not stated)
nt,nt,-6,nt,0.2,-4,nt,nt,nt,0,CN(Cc1ccccc1)C(=O)C(=O)c1ccccc1
0.1,102,0,-5,-0.1,-3,-2,5,-1,-3,COc1ccc(-n2nc(C(=O)N3CCCCC3)c(C)c(C#N)c2=O)cc1
-0.6,92,-13,6,0.1,-6,8,2,-2,7,COCc1ccc(C(=O)N2CCCC(C(=O)c3ccc(Cl)cc3C)C2)o1 (configuration not stated)
-0.1,100,2,-4,0.1,-6,13,1,-5,3,COc1ccc2c(c1)OC[C@H]1[C@H]2N2C(=O)CN(Cc3ccc(C)cc3)C(=O)[C@@]2(C)[C@H]1c1ccccc1
1.6,i,6,4,0.5,-1,5,-1,0,4,COc1ccccc1NC(=O)N1CCN(c2ccccc2F)CC1

Some of the entries above in another layout:
Every second line gives: MC4R barr agon	ABCB6 inh MLPCN	NOD2-RIPK2 inh	TLR9-MyD88 inh	aDG glyco up	Granule exo inh	MC4R antagonist	Vif inh	N-glyco inh	ABHD5-PLIN5 inh
> COc1ccccc1N1CCN(C(=O)c2cc3sccc3n2C)CC1
→ -0.5	90	-2	-4	-0.2	-1	3	-2	0	-5
> COc1ccc(N(C(=O)c2ccc(F)cc2)C2=CC3CCC(C2)N3C)cc1 (configuration not stated)
→ -1.7	96	2	-4	-0.5	0	-2	-13	0	4
> O=C(Nc1ccc(F)cc1)C1CCCCC1
→ 0.5	101	-8	-9	0.0	1	7	-4	-1	0
> CC(C)(C)Nc1nc(SCc2ccccc2)nc(N2CCOCC2)n1
→ 1.8	87	8	-3	0.0	4	9	-13	-5	-11

Next section
MC4R barr agon,ABCB6 inh MLPCN,NOD2-RIPK2 inh,TLR9-MyD88 inh,aDG glyco up,Granule exo inh,MC4R antagonist,Vif inh,N-glyco inh,ABHD5-PLIN5 inh,SMILES
-0.2,95,0,0,0.0,9,4,28,0,-4,CCN(CC(=O)NCc1ccc(Cl)cc1)CC(=O)NC1(C#N)CCCC1
-2.1,102,-1,3,0.4,0,5,-16,-1,-2,O=C(NCCc1ccccc1)c1ccc(CS(=O)(=O)Cc2ccc(F)cc2)o1
-0.6,97,2,5,3.0,-1,5,-56,-4,-3,CN(C)S(=O)(=O)N1CCC(Oc2cccc(C(=O)NC3CCCCCC3)c2)CC1
-0.4,97,-10,-4,0.0,-2,-2,10,1,-1,O=C(CCCN1C(=O)/C(=C/c2cccs2)SC1=S)NNC(=O)c1cccnc1
-1.1,96,-1,-1,0.0,7,4,15,-2,1,O=C(CCC1CCCC1)NNC(=O)c1ccc(F)cc1
-1.2,87,-11,-8,-0.1,-10,2,?,2,3,O=C(CNCc1ccccn1)Nc1ccc([N+](=O)[O-])cc1C(=O)Nc1ccccc1F
-0.4,98,2,-4,0.0,-4,-2,-1,-3,-4,COc1cc(C)c(CNc2cccc(C)c2)cc1C
-3.1,99,-4,3,0.3,14,0,8,4,-5,NN=C1C(=O)c2cccc3cccc1c23
0.7,101,-8,-2,-0.2,-3,8,nt,0,0,CSc1cccc(CN2CCN(Cc3ccccc3)C(CCO)C2)c1 (configuration not stated)
-1.4,104,-10,6,-0.2,1,-6,10,1,13,COc1cc(/C=C2\SC(=Nc3c(C)n(C)n(-c4ccccc4)c3=O)NC2=O)ccc1O
-0.7,91,-2,5,-0.1,8,-2,-42,0,-5,C=CCNC(=O)c1c(Cl)cccc1Cl
nt,98,2,nt,0.3,75*,nt,nt,nt,5,CCCCC[C@H](C)N1C[C@@H](COCc2ccccc2)Oc2cc(N3CC[C@H](N(C)C)C3)ccc2S1(=O)=O
-1.8,95,-9,-2,0.6,2,4,4,1,2,CC(C(=O)NCC1CCCO1)n1cccc1C(=O)c1ccccc1 (configuration not stated)
1.5,92,5,-1,-0.2,-3,-5,-4,2,3,CCOC(=O)c1ccccc1NC(=O)Nc1ccc(OC)c(OC)c1
1.2,102,-7,8,0.0,4,7,-8,7,2,CCCC(=O)Nc1nc2c(OC)ccc(OC)c2s1
-1.0,95,0,4,0.0,-1,-2,-6,2,1,C/C=C/C(=O)Nc1cccc(C2=NOC3(C2)C[C@@H](C(N)=O)N(C(=O)/C(C)=C/C)C3)c1 (some centres not stated)
2.4,99,-2,1,-0.5,-4,-2,-6,3,2,CC(C)C(NC(=O)C(NC(=O)C1O[C@@H]2OC(C)(C)O[C@@H]2[C@H]2OC(C)(C)O[C@@H]12)C(C)C)C(=O)O (some centres not stated)
3.0,98,-1,-5,3.4,15,-1,4,-4,9,COc1ccc(Cl)cc1NC(=O)c1nnn(CC(=O)Nc2cc(C)cc(C)c2)c1N
-3.0,103,-4,0,0.1,2,3,-2,3,-4,Cc1ccc2cc(/C=N/NC(=O)CN3CCCCC3)c(Cl)nc2c1
0.6,97,-9,-7,0.0,2,-6,-9,1,-7,CC(NC(=O)CSc1ncn[nH]1)c1ccc(Cl)cc1Cl (configuration not stated)
-0.4,90,8,0,0.0,4,6,-16,-3,-1,O=C(Nc1cccc(NC(=O)c2cccs2)c1)c1ccc(Br)o1
1.0,120,-6,1,-0.1,1,3,-1,-1,-6,COc1ccc(OCCSc2nc3ccccc3c(=O)[nH]2)cc1
1.6,97,-14,nt,-0.2,2,0,5,1,6,COCCN1C[C@@H](CO)O[C@@H](n2cnc3c(N(C)C)ncnc32)C1
-2.1,96,5,-4,0.2,13,11,6,1,-7,COc1ccc(CNC(=O)[C@@H]2CCCN2C(=O)[C@@H]2Cc3ccccc3CN2C(=O)OC(C)(C)C)cc1
1.1,100,-4,-4,0.0,6,7,2,-1,3,CCn1c(CN2CCCCCC2=O)nnc1SCc1cnc(-c2ccccc2)s1
-0.8,97,-12,-1,0.0,-5,7,8,-11,1,CCCCCc1ccc(-c2ccc(C(=O)O)cc2)nc1
-1.8,104,-5,-6,-0.1,14,10,3,0,0,CN(C)C(=S)NC(=O)C12CC3CC(C)(CC(C)(C3)C1)C2
-2.0,102,3,3,0.0,1,-6,-3,-1,1,CCOC(=O)C1CCCN(CCC(=O)Nc2cccc(Cl)c2C)C1 (configuration not stated)

Reprinted at random: two entries already listed.
MC4R barr agon,ABCB6 inh MLPCN,NOD2-RIPK2 inh,TLR9-MyD88 inh,aDG glyco up,Granule exo inh,MC4R antagonist,Vif inh,N-glyco inh,ABHD5-PLIN5 inh,SMILES
1.1,100,-4,-4,0.0,6,7,2,-1,3,CCn1c(CN2CCCCCC2=O)nnc1SCc1cnc(-c2ccccc2)s1
-1.2,87,-11,-8,-0.1,-10,2,?,2,3,O=C(CNCc1ccccn1)Nc1ccc([N+](=O)[O-])cc1C(=O)Nc1ccccc1F

Structures listed above that bear a hit mark in Granule exo inh:
MC4R barr agon,ABCB6 inh MLPCN,NOD2-RIPK2 inh,TLR9-MyD88 inh,aDG glyco up,Granule exo inh,MC4R antagonist,Vif inh,N-glyco inh,ABHD5-PLIN5 inh,SMILES
nt,98,2,nt,0.3,75*,nt,nt,nt,5,CCCCC[C@H](C)N1C[C@@H](COCc2ccccc2)Oc2cc(N3CC[C@H](N(C)C)C3)ccc2S1(=O)=O

Ordered by length of the SMILES (rising): some entries from above
MC4R barr agon,ABCB6 inh MLPCN,NOD2-RIPK2 inh,TLR9-MyD88 inh,aDG glyco up,Granule exo inh,MC4R antagonist,Vif inh,N-glyco inh,ABHD5-PLIN5 inh,SMILES
-0.8,97,-12,-1,0.0,-5,7,8,-11,1,CCCCCc1ccc(-c2ccc(C(=O)O)cc2)nc1
-3.0,103,-4,0,0.1,2,3,-2,3,-4,Cc1ccc2cc(/C=N/NC(=O)CN3CCCCC3)c(Cl)nc2c1
-0.2,95,0,0,0.0,9,4,28,0,-4,CCN(CC(=O)NCc1ccc(Cl)cc1)CC(=O)NC1(C#N)CCCC1
